Salmonella PhoP GFP = inhibitors of PhoP regulon expression, primary screen, Salmonella Typhimurium, GFP reporter (AID 1863). actives 0.16% (n = 300,000). S. Typhimurium PhoP-regulated promoter GFP reporter, 4 h; higher % means a stronger effect. inhibition, % at 50 µM; hits with a dose series show IC50 in µM;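 active = inhibition over 29.93%, a cutoff 3 SD above the screen mean, later confirmed by dose response; inconclusive = inhibition over 29.93% but no dose response follow-up; inactive = inhibition at most 29.93% or unconfirmed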;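 also: 0% = low Mg2+ inducing control and 100% = high Mg2+ repressing control; strong numbers were not always called active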
SV40 large T antigen = TAg ATPase/helicase activity blockers – biochemical (AID 1903). SV40 large T antigen ATPase/helicase inhibition assay; higher % means a stronger effect. actives 0.39% (n = 310,000). one-dose inhibition, % at 20 µM; IC50 in µM for titrated hits; in the data active = a potency from the dose series; inconclusive = inhibition mostly from about 32% at the one dose, without a potency; inactive = the rest, 99 in 100 with inhibition below about 32%; also: strong numbers were not always called active
West Nile virus CPE = West Nile virus antiviral activity, cell-based, CPE readout (AID 1621); West Nile virus-infected cells, CPE inhibition; higher % means a stronger effect; one-dose CPE inhibition, % at 10 µM; IC50 in µM for titrated hits; actives 0.02% (n = 290,000); in the data active = a potency from the dose series; inconclusive = CPE inhibition mostly from about 3.7% at the one dose, without a potency; inactive = the rest, 99 in 100 with CPE inhibition below about 2.2%; also: strong numbers were not always called active
NTR1 agonist = NTR1-driven beta-arrestin-GFP spot formation – imaging, U2OS cells, high content, primary screen (AID 493036). P30989. agonist mode. activation, % at 20 µM. actives 0.17% (n = 330,000);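 active = activation at or above 40% of the spot to cytoplasm intensity ratio, with at least 20 cells analyzed; inconclusive = wells under 20 cells, flagged as cytotoxic or low count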;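 also: 0% = DMSO without peptide and 100% = 100 nM NTR1 peptide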
Target sequence (P30989 whole entry, looked up): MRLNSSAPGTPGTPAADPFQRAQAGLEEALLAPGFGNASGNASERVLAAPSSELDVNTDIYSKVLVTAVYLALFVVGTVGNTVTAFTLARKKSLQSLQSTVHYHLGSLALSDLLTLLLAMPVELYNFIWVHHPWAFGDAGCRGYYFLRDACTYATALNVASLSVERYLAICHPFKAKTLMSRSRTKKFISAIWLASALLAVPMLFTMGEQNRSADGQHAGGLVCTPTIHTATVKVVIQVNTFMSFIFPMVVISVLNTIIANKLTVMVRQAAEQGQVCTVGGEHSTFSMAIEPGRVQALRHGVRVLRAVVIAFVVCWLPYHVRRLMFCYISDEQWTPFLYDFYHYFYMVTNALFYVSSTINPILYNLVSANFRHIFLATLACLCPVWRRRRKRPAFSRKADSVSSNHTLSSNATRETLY
Dengue-2 NS5 capping = flavivirus cap methylation enzyme inhibition – biochemical, confirmation dose response, primary screen (AID 588689); Dengue-2 NS5 methyltransferase capping enzyme assay, biochemical; higher % means a stronger effect; one-dose inhibition, % at 25 µM; IC50 in µM for titrated hits; actives 0.3% (n = 340,000); in the data active = a potency from the dose series; inconclusive = inhibition above about 29% without an active follow-up result
Rac1 GTP hydrolysis = MgcRacGAP GTPase-activating activity inhibitors, confirmation, biochemical, ADP Hunter fluorescence | MgcRacGAP-stimulated Rac1 GTP hydrolysis, ADP Hunter fluorescence; higher % means a stronger effect; GST-tagged Rac1 F28L mutant substrate | inhibition, % at 30 µM, or IC50 in µM where a hit was titrated | actives 0.6% (n = 340,000) | AID 624330;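 active = first-screen hits whose inhibition reached a set limit at any dose in the follow-up dose series; inconclusive = inhibition above the set first-screen limit but never retested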;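 also: fluorescence reports GDP produced by GAP-driven GTP hydrolysis; strong numbers were not always called active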
T cell modulator = modulates CD8 T cell binding to vesicles; 2C CD8+ T cell-vesicle binding, flow cytometry; stronger effect = lower value; calls only at 7 µM; actives 0.068% (n = 330,000); AID 2052;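 active = response, share of CD8 T cells binding vesicles, and their 90th percentile fluorescence all below set limits, cut at about 80% in these data, passing the limit was not always enough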
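Test system: purified 2C TCR transgenic mouse naive CD8+ T cells. Probe or stimulus: QL9-peptide-loaded Drosophila micro-vesicles bearing Ld, ICAM-1 and B7-1. Incubation: binding step 1.5 h, 37 °C, antibody labelling 20 min, ice. Measured by: flow cytometry of vesicle-bound cells.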
K1F lysis inhibition = protection from phage-mediated lysis, alamar blue read-out – E. coli UTI89, K1F phage, bacterial capsule biogenesis inhibitors (AID 488966); E. coli UTI89 K1F phage lysis, alamar blue, 2 h; higher % means a stronger effect; inhibition, % at 100 µM; hits with a dose series show IC50 in µM; actives 0.02% (n = 340,000);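 active = phage lysis inhibition, versus mean bacterial control, above a set limit; inconclusive = no clear call, values can overlap the other calls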;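 also: capsule biogenesis inhibitors block K1F phage lysis so surviving cells raise fluorescence; higher fluorescence means more inhibition of phage lysis; actives were called in the ten point dose series up to 300 µM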
RSV CPE inhibition = inhibition of RSV-induced cytopathic effect – HEp-2 cells, primary 10 µM value included (AID 2391); HEp-2 cells, RSV-induced CPE inhibition; higher % means a stronger effect; one-dose CPE inhibition, % at 10 µM; IC50 in µM for titrated hits; actives 0.13% (n = 310,000); in the data active = a potency from the dose series; inconclusive = CPE inhibition mostly from about 23% at the one dose, without a potency; inactive = the rest, 99 in 100 with CPE inhibition below about 21%; also: strong numbers were not always called active
T cell modulator vesicle-bound % = also measured in T cell modulator; calls as there; double positive events, %; measured here: CD8+ vesicle-bound cell fraction;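 binding gate set so that unloaded-vesicle control wells show 10% double positive cells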
NTR1 agonist cell count 20 µM = second read-out of NTR1 agonist, no call of its own (marks repeat the call); cell count; measured here: cell count, cytotoxicity flag
Dengue-2 NS5 capping pilot replicate = also measured in Dengue-2 NS5 capping; calls as there; inhibition, %; measured here: pilot screen replicate inhibition
* hit, by the source's call; i = inactive; u = inconclusive; x = no result given; [ ] = another dose, or the depositor's remark.

SMILES | Salmonella PhoP GFP | SV40 large T antigen | West Nile virus CPE | NTR1 agonist | NTR1 agonist cell count 20 µM | Dengue-2 NS5 capping | Rac1 GTP hydrolysis | T cell modulator | T cell modulator vesicle-bound % | K1F lysis inhibition | RSV CPE inhibition | others
CCN(CC)c1ccc(-c2nc3cnccc3n2C)cc1 | 3% | 15% | 0.2% | 0.1 | 55 | 3% | 9% | i | 66 | -0.1% | 1.0%
O=C(COc1ccccc1)Nc1cccc(-c2nc3cc4ccccc4cc3[nH]2)c1 | 8% | 1% | -0.4% | 17 | 78 | 1% | 0% | i | 47 | 2.1% | -3.8%
Cc1nc(SCc2nc3ccccc3[nH]2)c2oc3cc([N+](=O)[O-])ccc3c2n1 | x | x | x | 3.4 | 67 | -4% | 6% | i | 14 | 2.6% | x
O=C(NCc1ccccc1)NC1CCS(=O)(=O)C1 (stereo not given) | -3% | -2% | 0.8% | -0.8 | 78 | x | 3% | i | 60 | 3.0% | 0.8%
C=CCSc1nnc2n(-c3ccccc3OC)c(=O)c3c4c(sc3n12)CCC4 | 6% | 23% | -0.4% | 0.2 | 40 | x | x | i | 23 | x | -1.3%
Cc1cnc(NC(=O)CSc2nnc3ncccn23)s1 | 7% | 14% | -0.1% | -1.2 | 52 | 0% | 8% | i | 30 | 0.3% | 0.5%
O=C(COC(=O)c1ccc2c(c1)OCCO2)NCCc1ccc(F)cc1 | x | x | x | 2.0 | 62 | -1% | -9% | i | 51 | -0.2%[50 µM] | x
Cc1ccc(Cn2c(=O)sc3ccccc3c2=O)cc1 | 2% | 3% | -0.2% | 4.6 | 41 | -3% | 5% | i | 45 | 0.4% | 1.1%
O=C(O)/C=C\C(=O)Nc1ccc(N2CCN(c3cccc(Cl)c3)CC2)cc1 | 0% | 26% | -0.2% | 0.6 | 44 | 0% | 23% | i | 51 | 1.0% | 3.6%
COc1cc(NC(=O)Cn2cnc3ccccc3c2=O)c(OC)cc1Cl | -4% | 6% | -0.6% | -2.2 | 96 | 12% | -1% | i | 61 | -0.4% | 0.6%
Cc1nnc(NC(=O)CN2CCN(Cc3ccccc3Cl)CC2)s1 | 0% | 36% | -0.6% | -0.2 | 48 | 8% | 12% | i | 60 | 1.4% | 0.4%
Cc1ccccc1NC(=O)Cn1c(=O)oc2ccccc21 | -3% | 6% | 0.1% | 1.1 | 58 | -6% | -5% | i | 34 | -0.2% | 1.1%
c1ccc(-c2csc3nnc(SCc4ccc5c(c4)OCO5)n23)cc1 | 3% | 13% | -0.6% | -1.3 | 69 | -3% | 1% | i | 29 | 6.1% | 0.5%
CCOc1ccc2nc(NC(=O)C(NS(=O)(=O)c3cccc4nsnc34)C(C)C)sc2c1 (stereo not given) | -3% | 0% | -0.3% | 1.7 | 54 | -3% | 11% | i | 45 | 1.1% | 1.0%
O=C(CSc1ccc(-c2ccco2)nn1)NCc1ccc(Cl)cc1 | 1% | -1% | -0.8% | 3.5 | 41 | -3% | 4% | i | 50 | 0.1% | 1.6%
CS(=O)(=O)c1ccc(NC(=O)CCCc2nc3ccccc3c(=O)[nH]2)cc1 | 1% | 12% | x | -0.1 | 49 | -5% | 3% | i | 42 | 1.6%[50 µM] | 0.0%
O=C(CCc1ccc(F)c(F)c1)NC1CCCN(Cc2ccc(Cl)cc2)C1 (stereo not given) | 1% | 9% | -1.8% | 1.4 | 57 | 1% | -1% | i | 52 | 0.2% | -0.4% | Dengue-2 NS5 capping pilot replicate=-2.1
N#C/C(=C/c1ccc(N2CCCC2)c([N+](=O)[O-])c1)c1nc2ccccc2[nH]1 | -6% | 8% | -0.8% | 14 | 61 | 6% | -7% | i | 41 | -0.4% | 1.0% | Dengue-2 NS5 capping pilot replicate=-0.9
O=C(CC(=O)NN=C1CCCCCC1)NCc1cccnc1 | -2% | 0% | -0.5% | 0.2 | 34 | -7% | 5% | i | 27 | -0.1% | 2.5%
COc1ccc(CN(CC(=O)NC2CCCC2)C(=O)CCC(=O)Nc2cc(C)on2)cc1 | 4% | 6% | -0.4% | 2.1 | 45 | -2% | 2% | i | 41 | 1.1% | 0.9%
O=C(NCCCO)/C(=C\c1ccco1)NC(=O)c1ccco1 | 1% | 6% | -0.7% | -0.3 | 55 | 1% | 10% | i | 59 | 3.6% | -0.1%
Cc1cccc(NC(=O)CCC(=O)N/N=C/c2cc([N+](=O)[O-])ccc2O)c1 | 8% | 2% | -0.1% | 2.7 | 56 | -4% | 5% | i | 30 | 5.1% | 1.7%
Cc1nnc(NC(=O)C2CCCO2)s1 (stereo not given) | 3% | 1% | -0.1% | -1.4 | 85 | 2% | -2% | i | 36 | -0.6% | 4.2%
O=C(CSCc1ccc(Br)cc1)NCc1ccccn1 | 3% | 7% | -0.7% | -1.4 | 46 | -2% | -1% | i | 42 | 0.5% | -0.5%
COc1ccc(S(=O)(=O)Cc2ccc(C(=O)NCCCN3CCc4ccccc4C3)o2)cc1 | 6% | 6% | 0.1% | -1.5 | 54 | 3% | 9% | i | 56 | 6.1% | -0.2%
More compounds
SMILES | Salmonella PhoP GFP | SV40 large T antigen | West Nile virus CPE | NTR1 agonist | NTR1 agonist cell count 20 µM | Dengue-2 NS5 capping | Rac1 GTP hydrolysis | T cell modulator | T cell modulator vesicle-bound % | K1F lysis inhibition | RSV CPE inhibition | others
CC(CN1CCCCC1)OC(=O)COc1ccc(Cl)cc1 (stereo not given) | -2% | -1% | 1.2% | 0.4 | 58 | -5% | 2% | i | 54 | -0.3% | 1.2%
CC(NC(=O)c1ccc2ccccc2n1)c1ccc(S(N)(=O)=O)cc1 (stereo not given) | 1% | -30% | 0.5% | -0.7 | 52 | -2% | 5% | i | 49 | 0.1% | 1.2%
O=C(O)CC/C(=N\Nc1ccc([N+](=O)[O-])cc1)c1ccccc1 | 0% | 10% | 1.9% | -0.1 | 46 | -44% | 11% | i | 23 | 0.8% | 6.0%
O=[N+]([O-])c1cc(-c2csc(NCCc3nc4cc(Cl)c(Cl)cc4n3CCCO)n2)ccc1Cl | -4% | 15% | -0.2% | 2.0 | 98 | -3% | 12% | i | 30 | 1.7% | 18%
COc1ccc2c(c1)CCCN2S(=O)(=O)c1ccc(Cl)cc1 | 9% | 5% | 0.0% | 3.7 | 43 | 1% | -1% | i | 9 | 0.0% | 4.8% | Dengue-2 NS5 capping pilot replicate=2.4
COc1ccc(N=CC2=C(O)CCCC2=O)cc1 | -10% | 19% | 0.2% | -1.4 | 41 | -3% | 13% | i | 43 | 2.4% | -1.9%
COc1ccccc1C(=O)N1CCN(Cc2nc3cc([N+](=O)[O-])ccc3n2C)CC1 | -2% | 0% | -0.1% | 1.6 | 68 | -7% | 9% | i | 26 | 0.0% | 2.3%
COc1ccc(Cc2nnc(Cl)c3ccccc23)cc1OC | 15% | -6% | -1.0% | -1.2 | 77 | -11% | 8% | i | 59 | 0.3% | 8.0%
Cc1ccccc1Nc1nc(N)nc(COC(=O)CC2CC3CCC2C3)n1 (stereo not given) | 14% | 4% | -1.0% | 0.9 | 46 | -3% | -1% | i | 44 | 4.4% | 20%
CCOC(=O)c1c(SC)nc(SC)c2c1CCC2 | -2% | 25% | 0.0% | 4.9 | 39 | -5% | 3% | i | 45 | -0.7% | -0.3%
OCCCc1n[nH]c(=S)n1-c1ccccc1 | -2% | 9% | 1.0% | 0.0 | 36 | 9% | 3% | i | 10 | -0.2% | 1.5%
Cc1nc2nc(SCc3nc4ccccc4[nH]3)[nH]c2cc1Br | 0% | 5% | -0.1% | 0.3 | 47 | x | x | i | 19 | x | 5.3%
O=C(OCc1ccc([N+](=O)[O-])cc1)C1CC(=O)N(Cc2ccccc2Cl)C1 (stereo not given) | 6% | 19% | 1.1% | -0.4 | 69 | -3% | 5% | i | 22 | -0.1% | 0.1%
Cc1ccc(CNC(=O)c2ccc(COc3ccccc3)cc2)cc1 | -14% | 8% | -1.3% | -0.4 | 64 | -4% | -1% | i | 47 | 1.9% | 2.8%
COc1ccccc1NC(=O)CN1CCN(C2c3ccccc3-c3ccccc32)CC1 | -3% | 19% | -0.4% | 7.2 | 40 | 1% | 9% | i | 1 | 0.3% | 4.3%
FC(F)(F)c1cc(-c2ccco2)nc(NCc2ccc(Cl)cc2)n1 | 2% | 3% | u | 2.0 | 88 | -2% | 2% | i | 15 | 4.8% | u
COc1ccc(Cl)cc1NC(=O)Nc1ccc(Br)cn1 | 2% | 1% | u | -1.7 | 49 | -6% | 3% | i | 10 | 5.1% | -0.3%
CCOc1ccccc1NC(=O)COc1ccc2c(c1)OCO2 | 14% | 3% | 0.0% | 1.9 | 44 | -6% | 8% | i | 43 | 0.2% | 0.8%
Cc1ccc(NCCC(=O)c2cccc([N+](=O)[O-])c2)c(C)c1 | 3% | 16% | 3.2% | 2.6 | 74 | -22% | 8% | i | 15 | -1.5% | 1.0%
Cc1cc(N2CCN(Cc3cn(C)nc3-c3cccc(Cl)c3)CC2)cc(C)n1 | x | x | 1.4% | -0.2 | 50 | -4% | 13% | i | 49 | 0.6% | -3.1%
CCOc1ccccc1NC(=S)NC1CCCCC1 | 1% | 22% | -0.7% | -0.4 | 54 | 2% | 10% | i | 31 | u | 2.2%
Cc1cc(NC(=O)CCC(=O)N(CC(=O)NCC2CCCO2)c2cccc(C)c2C)no1 (stereo not given) | -5% | 24% | -0.6% | -1.3 | 59 | -4% | 4% | i | 33 | 0.0% | 2.1%
Cc1cccc(OC(C)C(=O)N2CCCc3ccccc32)c1 (stereo not given) | 0% | 0% | -2.0% | -1.4 | 101 | 4% | -6% | i | 29 | 3.9%[50 µM] | 3.5%
Nc1c(C(=O)NCc2ccco2)nnn1-c1ccccc1 | 3% | 7% | -0.1% | -1.9 | 85 | -6% | 6% | i | 44 | 0.5% | 1.7%
CN(C)c1nc(Cl)nc(NCCOc2ccccc2)n1 | 3% | 0% | 0.3% | 0.4 | 66 | 2% | 12% | i | 2 | 0.2% | -0.1%
